AmpC det inh: Promiscuous and Specific Inhibitors of AmpC Beta-Lactamase (assay with detergent); Potency, µM (highest dose often 28.7 µM), for inactives: at the highest dose activity change, negative = inhibition; 71,000 tested, 0.09% active; purified AmpC, nitrocefin hydrolysis with detergent; P00811; active means well fitted curve in the direction sought with a large enough effect
Target sequence (P00811 whole entry, looked up): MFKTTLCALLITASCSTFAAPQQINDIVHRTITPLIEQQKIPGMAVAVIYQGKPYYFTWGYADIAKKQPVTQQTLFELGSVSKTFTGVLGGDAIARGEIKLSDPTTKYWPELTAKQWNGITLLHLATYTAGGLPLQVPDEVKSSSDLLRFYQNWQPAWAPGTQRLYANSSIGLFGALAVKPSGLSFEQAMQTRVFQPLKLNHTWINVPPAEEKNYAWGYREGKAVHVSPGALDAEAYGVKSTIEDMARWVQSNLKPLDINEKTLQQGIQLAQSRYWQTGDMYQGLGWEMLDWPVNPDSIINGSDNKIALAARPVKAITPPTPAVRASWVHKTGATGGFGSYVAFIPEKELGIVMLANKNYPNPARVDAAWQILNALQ
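E. coli AmpC (5.3 nM) in 20 mM phosphate pH 7.0 with 0.01% Triton X-100, preincubated 15 min RT with compound; nitrocefin (2 uL of 800 uM stock) hydrolysis followed by 480 nm absorbance every 20 s over 4 min.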
* marks the source's active call; other numbers are inactive results; [ ] = dose if it differs, or a comment. On the % scale 0 is the no-effect control and ±100 the full control effect; potency means the concentration at half of the fitted maximal effect. An excerpt; rates above refer to the full screens.

SMILES	AmpC det inh
Cc1cc(C)cc(CC2CC(=O)N(c3ccc4c(c3)OCCO4)C2=O)c1 (stereo not drawn)	-6%
Cc1nc(CSc2nnc3scc(-c4ccc(Cl)cc4)n23)cs1	-3%
O=C(CCN1c2ccccc2Sc2ccccc21)OCc1nnc(-c2ccccc2)o1	10%
c1cncc(-c2nnc(C3CCCCC3)o2)c1	9%
CCOC(=O)c1[nH]c(C)c(/C(O)=C2\C(=O)C(=O)N(CCN(C)C)C2c2cccc(OC)c2OC)c1C (stereo not drawn)	-3%
O=c1o[nH]c(-c2ccccc2)c1C1=NCCCCC1	0%
COCc1cc(C)nc2sc3c(=O)n(Cc4ccco4)nnc3c12	12%
CCN(CC)CC(O)Cn1c2ccccc2c2ccccc21 (stereo not drawn)	-1%
CC(C)(Oc1ccc(Cl)cc1)C(=O)NCc1ccco1	4%
O=S(=O)(c1ccccc1)c1nc(-c2ccccc2)oc1NCc1cccnc1	13%
COc1ccc(NC(=O)Nc2nnc(N3CCCCC3C)s2)cc1OC (stereo not drawn)	19%
CCC(=O)Nc1ccc(NC(=O)C23CC4CC(CC(C4)C2)C3)cn1	1%
CCn1cc(C(=O)NCCN(C)CCc2ccccc2)c(=O)c2cc(S(=O)(=O)N(C)C)ccc21	9%
CC1CCCN(C(C(=O)Nc2ccc3c(c2)OCCO3)c2ccccc2)C1 (stereo not drawn)	-2%
COc1ccc(-c2ccc(-c3nnn(CC(=O)N4CCOCC4)n3)cc2)cc1	-2%
CCOC(=O)N1CCN(C(=O)CSCc2nc(-c3ccccc3C)oc2C)CC1	-5%
COc1ccc(Cl)c(NC(=O)NCCN2CCN(c3ccccc3)CC2)c1	-5%
CCSC(=Nc1ccccc1)C1=C(O)COC1=O	2%
COc1ccc(C(=O)CN2C(=O)c3ccccc3C2=O)c(OC)c1C	-1%
O=C(CN1C(=O)CSC1=O)Nc1ccccc1F	-1%
CC(C)(C)c1cc(CN2CCN(CCC#N)CC2)cc(C(C)(C)C)c1O	0%
Cc1ccc(N2CCN(CC3CC=CCC3)CC2)cc1 (stereo not drawn)	6%
Cc1nn(-c2ccccn2)c2nc(-c3cccs3)cc(C(=O)N3CCOCC3)c12	0%
Cc1nc2ccccc2nc1N1CCCC1	-2%[5.75 µM]
O=C(COc1ccccc1)N1CCN(C(=O)Cc2ccccc2)CC1	-3%
CCOc1ccccc1N(CC(=O)NC1CCCCC1)C(=O)CCCC(=O)Nc1ccccn1	9%
Cc1nc2ccc(-c3ccccc3)cc2o1	16%
Cn1c(=O)oc2cc(S(=O)(=O)NCCc3ccccc3)ccc21	-4%
COc1ccc(-c2nnc(NC(=O)c3ccc(S(=O)(=O)N4CCCc5ccccc54)cc3)o2)cc1	9%
O=C(Nc1ccc(NC(=O)C2CC2)nc1)c1cccnc1	9%
CC(=O)c1ccccc1NC(=O)C1C2CCC(O2)C1C(=O)O (stereo not drawn)	-4%
O=C(Nc1cccc(-c2cn3ccccc3n2)c1)c1cnccn1	10%
COC(=O)c1ccc(NC(=O)CN2CCOCC2)cc1	-2%
Cc1cc(C)n(C(=O)CCCC(=O)n2nc(C)cc2C)n1	3%
Cc1ccc(-c2csc(N(CCCN3CCOCC3)C(=O)c3ccco3)n2)cc1	10%
COC(=O)CSc1nc(NCC(C)C)nc(N2CCOCC2)n1	7%
CCCn1c(Nc2nc3ccccc3n2C)nc2ccccc21	-4%
O=C1CN(/N=C\c2ccc([N+](=O)[O-])o2)C(=O)N1	-3%[12.8 µM]
COCCN1C(=O)c2ccccc2C(C(=O)NCCCN2CCCC2=O)C1c1c[nH]c2ccccc12 (stereo not drawn)	12%
Cc1cc(Cl)c(S(=O)(=O)N2CC(C)OC(C)C2)cc1OCC(N)=O (stereo not drawn)	-8%
O=C(O)CCCC(=O)Nc1ccccc1C(=O)N1CCCC1	-3%
Cn1nnnc1SCCNCc1ccncc1	11%
Cc1cc(N2CCOCC2)n2nc(C)c(-c3ccccc3)c2n1	2%
Cc1ccc(NC(=O)C2CCN(S(=O)(=O)c3c(C)n[nH]c3C)CC2)nc1	-3%
CCOc1ccc(NC(=O)c2ccccc2OC)cc1	9%
Cc1ccc(NCc2nnc(SCC(=O)N3CCCc4ccccc43)o2)c(C)c1	14%
CCOC(=O)C1C(=O)NC(N2CCCCC2)=NC1c1ccccc1 (stereo not drawn)	-1%
O=c1[nH]c2cc3c(cc2cc1CN(CC1CCCO1)S(=O)(=O)c1ccccc1)OCCO3 (stereo not drawn)	0%
CN1CCN(c2ccc(Cl)cc2NC(=O)C2COc3ccccc3O2)CC1 (stereo not drawn)	-2%
COc1cccc(OC)c1NC(=O)C1CCCN1C(=O)NCc1ccccc1 (stereo not drawn)	-1%
FC(F)(F)c1ccccc1-c1nc(NC2CC2)c2ccccc2n1	6%
N#Cc1cccc(NC(=O)N2CC3(CCN(C(=O)c4cnccn4)CC3)C2)c1	-4%
COc1ccc(-c2oc3ncnc(NCCN4CCOCC4)c3c2-c2ccc(OC)cc2)cc1	-2%
Cc1ccc(S(=O)(=O)CC2CSc3nc(N)cc(=O)n32)cc1 (stereo not drawn)	-3%
Cc1occc1-c1nnc(SCC(=O)Nc2ccccc2-c2ccccc2)n1C	-3%
Cc1ccc(S(=O)(=O)O[C@@H]2[C@H]([C@@H]3COC(C)(C)O3)O[C@H]3OC(C)(C)O[C@@H]32)cc1	-5%[5.75 µM]
COc1ccc(-c2csc3c2[N+]2=CCC=C2C3=O)cc1	-3%[5.75 µM]
O=S(=O)(c1ccc(Br)s1)n1cccn1	-3%
Cc1ccc(-c2nn[nH]n2)cc1	-3%
NS(=O)(=O)c1ccc(NC(=O)COC(=O)CSc2n[nH]c(-c3ccccc3)n2)cc1	-5%

Entries above containing a COOH group:
SMILES	AmpC det inh
CC(=O)c1ccccc1NC(=O)C1C2CCC(O2)C1C(=O)O (stereo not drawn)	-4%
O=C(O)CCCC(=O)Nc1ccccc1C(=O)N1CCCC1	-3%

Further results
SMILES	AmpC det inh
O=C(C1CCCN1S(=O)(=O)c1ccc(Cl)c(Cl)c1)N1CCOCC1 (stereo not drawn)	-4%
CCN(CC)C(=S)SSC(=S)N(CC)CC	-1%[12.8 µM]
O=C1c2oc3ccc(Cl)cc3c(=O)c2C(c2cccc(Br)c2)N1CCO (stereo not drawn)	-2%
CCCCCCCC[N+](CCCCCCCC)(CCCCCCCC)CCCCCCCC	1%
CC1(C)NC(=O)N(CC(O)CN2C(=O)NC(C)(C)C2=O)C1=O	0%
Cc1cc(C)n2nc3nc(N4CCCCC4)nc(-c4ccco4)c3c2n1	28%
Cn1c(=O)c2cc(S(=O)(=O)NCCC(=O)NCC3CCCO3)ccc2n(C)c1=O (stereo not drawn)	13%
Cc1ccc(-c2noc(CCC(=O)NCCN3CCc4ccccc4C3)n2)cc1	0%
COC(=O)c1ccc(CSc2ccc3nnc(-c4cccnc4)n3n2)o1	9%
COc1ccc(C2C3C(=O)N(Cc4ccccc4)C(=O)C3ON2c2ccccc2)c(OC)c1OC (stereo not drawn)	0%
N#Cc1c2n(c3c(=O)n(CC(=O)c4ccc(Br)cc4)cnc13)CCCC2	-1%
CCn1c(SCc2cccnc2)nc2c1c(=O)n(C)c(=O)n2C	14%
CN1C(=O)c2c(sc3c2CC(C)(C)SC3)N2CCN=C12	-2%
Cc1cnc(CNc2nc(-c3c(C)noc3C)nc3ccccc23)cn1	10%
O=C(CSc1nnc(-c2ccccc2)n1Cc1ccccc1)NC1CC1	-1%
CCN1CCN(C(c2cccs2)C(C)NC(=O)c2c(F)cccc2F)CC1 (stereo not drawn)	14%
CN(C)CCCN1C(=O)C(=O)/C(=C(/O)c2ccc3c(c2)OCO3)C1c1ccco1 (stereo not drawn)	-1%
Cc1ccc2cc3cc(C(=O)N4CCCCC4C)oc3nc2c1 (stereo not drawn)	1%
COC(=O)c1ccc(-n2nnnc2SCc2ccccc2OC)cc1	14%
CN1C(=O)c2cccc(NCCCN3C(=O)c4ccccc4C3=O)c2C1=O	-3%
COc1ccc(CCNC(=O)C2CCCN(C(=O)N(C)C)C2)c(OC)c1 (stereo not drawn)	1%
CCN(CC)C(=O)CSc1nnc(-n2nc(C)cc2C)c2ccccc12	2%
COC(=O)c1cc2c(s1)CS(=O)C2 (stereo not drawn)	10%
Cc1ccc(CN2CC(C(=O)Nc3ccc4c(C)cc(=O)oc4c3)CC2=O)cc1 (stereo not drawn)	-5%
CCOC(=O)N1CCN(C(=O)c2ccc3c(=O)n(Cc4ccc(OC)cc4)c(=S)[nH]c3c2)CC1	14%
O=C(CCSc1nccn1Cc1ccccc1)N1CCOCC1	5%
Cc1cc(C)n(C(=O)c2ccc(C)c(S(=O)(=O)N3CCOCC3)c2)n1	-4%
Cc1noc(C)c1S(=O)(=O)N(CC(=O)Nc1ccc2c(c1)OCCO2)c1ccc(C(C)C)cc1	1%
CC1CCc2c(sc3nc(SCc4nc(-c5ccccc5)no4)n(C)c(=O)c23)C1 (stereo not drawn)	3%
Cc1nc(C)c(C(=O)Nc2ccccc2)s1	1%
Cc1ccc(-c2nn3c(C)nnc3s2)cc1NC(=O)C(C)C	14%
COc1cccc(CNC(=O)Cn2cccc2)c1	-2%
Cc1cc(C)nc(N2CCC(C(=O)O)CC2)n1	3%
CCC/C(=C1/C(=O)CC(C)(C)C(C(=O)OC)C1=O)N1CCCC1 (stereo not drawn)	-1%
COc1ccc(N(CC(=O)Nc2cc(C(=O)O)ccc2C)S(=O)(=O)c2c(C)noc2C)cc1	8%
CC(C)N(Cc1cc2ccccc2[nH]c1=O)C(=O)c1cccnc1	16%

Five records drawn at random from those above:
SMILES	AmpC det inh
CC1CCc2c(sc3nc(SCc4nc(-c5ccccc5)no4)n(C)c(=O)c23)C1 (stereo not drawn)	3%
COc1ccc(N(CC(=O)Nc2cc(C(=O)O)ccc2C)S(=O)(=O)c2c(C)noc2C)cc1	8%
Cc1ccc(-c2nn3c(C)nnc3s2)cc1NC(=O)C(C)C	14%
Cc1cc(C)nc(N2CCC(C(=O)O)CC2)n1	3%
CCC/C(=C1/C(=O)CC(C)(C)C(C(=O)OC)C1=O)N1CCCC1 (stereo not drawn)	-1%

Next section
SMILES	AmpC det inh
O=C(Nc1c(C(=O)NCc2ccco2)cnn1-c1ccccc1)c1ccc(F)cc1	5%
O=C(CN1C(=O)COc2ccccc21)NCCCN1CCc2ccccc2C1	6%
Cn1c(=O)c2c(ncn2Cc2cc(-c3ccccc3)no2)n(C)c1=O	-1%
Cc1ccccc1-c1cc(N(C)Cc2ccco2)ncn1	-1%
O=C(NCCN1C(=O)C2C3C=CC(C3)C2C1=O)NCc1ccccc1 (stereo not drawn)	12%
O=C(NCCN1CCN(c2ccccc2)CC1)c1ccc(NC(=O)C2CCCO2)cc1 (stereo not drawn)	-1%
Cc1ccc2[nH]c(=O)c(-c3nc4c(C)cccn4c3NCc3ccco3)cc2c1	0%
O=C(CCC(=O)N(c1cccc(F)c1)C(C(=O)NC1CCCC1)c1ccncc1)Nc1cccnc1 (stereo not drawn)	2%
Cn1c(=O)c2c(nc(NCC3CCCO3)n2C)n(C)c1=O (stereo not drawn)	-3%
CCOC(=O)c1c(N)c(C#N)nn1-c1ccccc1C(=O)OC	-3%
CC(=O)N1CCN=C1SCc1ccccc1F	3%
O=C(CCN1C(=O)C2(OCCO2)c2ccccc21)c1ccccc1	-3%

Continued; it opens with the 5 that closed the last part.
SMILES	AmpC det inh
O=C(CCC(=O)N(c1cccc(F)c1)C(C(=O)NC1CCCC1)c1ccncc1)Nc1cccnc1 (stereo not drawn)	2%
Cn1c(=O)c2c(nc(NCC3CCCO3)n2C)n(C)c1=O (stereo not drawn)	-3%
CCOC(=O)c1c(N)c(C#N)nn1-c1ccccc1C(=O)OC	-3%
CC(=O)N1CCN=C1SCc1ccccc1F	3%
O=C(CCN1C(=O)C2(OCCO2)c2ccccc21)c1ccccc1	-3%
COc1ccc(-n2c(SC3CCOC3=O)nc3ccccc3c2=O)cc1OC (stereo not drawn)	12%
Cc1ccc(OP(=O)(Oc2ccc(C)cc2)Oc2ccc(C)cc2)cc1	17%
COc1ccc(C)cc1NC(=O)CSc1nnc(COc2ccccc2)n1Cc1ccco1	-10%
N=C1C(c2nc3ccccc3c(=O)[nH]2)=C(O)CN1CCc1ccccc1	9%
c1cc2c(c(NCc3ccncc3)c1)CCCC2	12%
CC(C)NC(=O)N1CCC2(CC1)CCN(S(C)(=O)=O)CC2	-1%
O=CN1CCN(C(C(=O)NC2CCCC2)c2ccc(Cl)cc2)CC1 (stereo not drawn)	-3%
CS(=O)(=O)N(CC(O)Cn1c2ccccc2c2ccccc21)c1ccccc1 (stereo not drawn)	10%
COc1ccc(OCC(O)CON2C(=O)c3ccccc3C2=O)cc1 (stereo not drawn)	-5%
CC1=CC(C)(C)N2C(=O)C3(C(C#N)=C(N)OC4=C3C(=O)CCC4)c3c(C)c(C)cc1c32 (stereo not drawn)	-7%
CCC(Sc1nc2n[nH]c(C)c2c(=N)n1-c1cccc(Cl)c1C)C(=O)N(CC)CC (stereo not drawn)	0%
CCCCNC(=O)CC1N=C2c3ccccc3N=C(SCC(=O)Nc3cccc(OC)c3)N2C1=O (stereo not drawn)	2%
N#CCCN(CCC#N)C(=O)c1ccc2c(c1)OCO2	-4%
CN(C)c1ccc(P(=S)(N(C)C)N(C)C)cc1	-2%
O=C(O)Cc1c[nH]c2ccc(O)cc12	-3%
COc1cccc(-c2nnc(N(C)C(=O)c3ccno3)s2)c1	-6%
Cc1ccc(-n2c(SCc3nnc4n3CCC4)nnc2-c2ccccc2)cc1	22%
Cc1cc(Nc2ccccc2)n(CCOC(=O)COc2ccccc2)n1	0%
COc1ccc(OCCSc2nc3ccccc3n2CC(=O)O)cc1	-3%
CC(C)c1ccc(NC(=O)c2cccnc2)cc1	0%

Assay outcomes as filed in PubChem BioAssay.
